# TDP1 cell CPT: growth inhibition of DT40 Tdp1-/-;hTDP1 cells with camptothecin (screen for TDP1 inhibitors); actives 12% (n = 420,000); chicken DT40 Tdp1-/-;hTDP1 cells + 20 nM CPT, ATP luminescence, 48 h; AID 686979; Potency, µM (titrated, usually from 46.2 µM), without a hit: at the top dose activity change, negative = growth inhibition, usual class: inhibitors; also: nearly all actives have a fitted effect of over 55% in size
#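 Chicken DT40 Tdp1-/- cells stably complemented with human TDP1 were seeded at 400 cells/well in medium containing 20 nM camptothecin, exposed to pin-transferred compounds, and grown at 37 °C for at least 48 hr. Viability was read as ATP luminescence.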
# FEN1 inhibitor: inhibitors of human flap endonuclease 1. Recombinant FEN1 flap cleavage, fluorescence, 15 min. Potency, µM (highest dose often 114 µM), for the others: at the top dose activity change, negative = inhibition, usual class: inhibitors. actives 0.35% (n = 390,000). AID 588795; also: nearly all actives have a fitted effect of over 65% in size
# Target sequence (P39748 whole entry, looked up): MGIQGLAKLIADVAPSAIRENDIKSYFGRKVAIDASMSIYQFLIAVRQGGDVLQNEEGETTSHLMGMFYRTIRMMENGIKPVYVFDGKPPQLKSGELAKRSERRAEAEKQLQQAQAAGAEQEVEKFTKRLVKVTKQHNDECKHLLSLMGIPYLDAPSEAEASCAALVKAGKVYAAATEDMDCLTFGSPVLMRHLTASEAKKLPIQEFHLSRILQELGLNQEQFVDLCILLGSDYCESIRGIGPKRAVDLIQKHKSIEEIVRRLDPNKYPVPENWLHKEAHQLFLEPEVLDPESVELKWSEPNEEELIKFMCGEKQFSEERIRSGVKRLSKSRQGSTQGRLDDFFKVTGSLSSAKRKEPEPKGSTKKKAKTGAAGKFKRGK
#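 Recombinant FEN1 (10 nM) was preincubated with pin-transferred compounds for 15 min at room temperature, then flap DNA substrate (50 nM final) was added. Plates were read at 0 and 15 min, and normalized concentration–response data were fitted to a four-parameter Hill equation.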
# N370S GC: N370S glucocerebrosidase modulation, Gaucher chaperone candidate. N370S GC spleen homogenate, 4MU-glucoside fluorescence. actives 0.092% (n = 330,000). Potency, µM (highest dose often 59.4 µM), for the others: at the highest dose activity change, negative = inhibition, actives largely listed as inhibitors;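 also: 0% = full enzyme activity and -100% = no enzyme basal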
# * hit, by the source's call; ? = inconclusive; · = not tested or not shown; [ ] = remark or other dose. Calls follow the shape of the dose curve; as a rule, active = well fitted curve in the direction sought with a large enough effect; inconclusive = small, poorly fitted or top-dose-only effect, or another doubt; inactive = no such curve, though single readings can be large; an effect the other way counts as inactive or inconclusive. Unless noted, % is scaled to controls: 0 for no effect and ±100 for the full control effect; potency is read from the fitted curve at half-maximal effect. An excerpt. The share of hits here may be higher or lower than overall.
SMILES,TDP1 cell CPT,FEN1 inhibitor,N370S GC
CNC(=S)N1N=C(c2ccccc2)CC1c1ccccc1Cl (stereo not drawn),?,-16%,0%
NC(C(=O)O)c1cc(O)cc(O)c1 (stereo not drawn),-3%,·,9%
O=C(CN1CCN(Cc2ccc(F)cc2Cl)C1=O)NCCc1ccccc1,?,1%,2%
O=C(NC(=O)N1CCN(C(c2ccccc2)c2ccccc2)CC1)c1ccccc1,?,-1%,-6%
C/C(=N/NC(=O)c1ccccn1)c1ccco1,?,-14%,1%
COc1ccc(CNCC(O)(c2ccccc2)c2ccccc2)cc1OC,-73%,-7%,0%
C=CCn1c(SCn2nnc3ccccc3c2=O)nnc1C1CCCCC1,2%,5%,-2%
Cc1ccc(NC(=O)CSCC(=O)N2CCN(Cc3ccc4c(c3)OCO4)CC2)cc1,-13%,-2%,-15%
Cn1cc(CC(=O)NCCN2CCOCC2)c2ccccc21,-86%,1%,6%
Cc1ccc(N(CC(=O)Nc2ccc(F)cc2F)S(=O)(=O)c2cccs2)cc1,-22%,-5%,·
N#CSCC(=O)c1cccc2ccccc12,4.6µM*,-21%,5%
O=C1[C@@H](Oc2ccccc2)[C@@H](c2ccncc2)N1c1ccncc1,-24%,6%,·
Cn1c(=O)c2c(-c3ccccc3)n(CCCO)cc2n(C)c1=O,-11%,-1%,·
CCCc1cc(=O)[nH]c(SCC(=O)c2cc(C)n(CC(F)(F)F)c2C)n1,8%,6%,0%
Nc1ccc(Br)c2c1C(=O)c1ccccc1C2=O,-21%,?,-2%
CC(=O)Nc1ccc(Nc2nnc(-c3ccc(C)c(S(=O)(=O)NCCO)c3)c3ccccc23)cc1,5%,1%,-5%
O=C(NNc1c2ccccc2nc2ccccc12)c1ccccc1Cl,-23%,7%,?
COC(=O)c1ccc2c(=O)n3c(nc2c1)SCC(c1ccccc1)=N3,-5%,-10%,29%
N/C(=N\OC(=O)c1cccs1)c1ccc(Cl)cc1,-11%,16%,13%
Cn1nc(-c2ccccc2F)c2cc(C(=O)N3CCN(C(=O)c4ccco4)CC3)sc21,29µM*,2%,·
S=C(NCCc1ccccc1)N/N=C/c1c(Cl)cccc1Cl,?,-21%,16%
COc1ccc(C=NNC(=O)c2ccccc2OCc2ccc(F)cc2)c(OC)c1,?,9%,·
CCCC/C=C/[C@H](c1ccccc1)[C@H](CO)Cc1ccc2ccccc2c1,·,-34%,3%
COc1ccccc1NC(=O)CN1CCN(CC(=O)Nc2ccc(S(N)(=O)=O)cc2)CC1,?,1%,-4%
COc1ccc(OCc2csc(N)n2)cc1,15%,-2%,1%
COc1ccccc1N(CC(O)Cn1c2ccccc2c2ccccc21)S(=O)(=O)c1ccccc1 (stereo not drawn),?,-7%,10%
CC1(C)NC(=O)N(CCCCOc2ccc3c(c2)CCC3)C1=O,-27%,13%,-6%
Cc1occc1-c1nnc(SCC(=O)NCc2ccco2)n1CC(C)C,?,2%,-8%[2.35 µM]
CC(C)(c1ccccc1)c1ccc(OCCn2cnc3ccccc3c2=O)cc1,?,-9%,27%
CCCCCC#CCN1CCN(C23CC4CC(CC(C4)C2)C3)CC1,?,-5%,·

# Already shown: an excerpt of the list.
SMILES,TDP1 cell CPT,FEN1 inhibitor,N370S GC
O=C(NNc1c2ccccc2nc2ccccc12)c1ccccc1Cl,-23%,7%,?
COC(=O)c1ccc2c(=O)n3c(nc2c1)SCC(c1ccccc1)=N3,-5%,-10%,29%

# New compounds follow:
SMILES,TDP1 cell CPT,FEN1 inhibitor,N370S GC
CCOc1ccc(N2C(=O)CC(Cc3ccccc3OC)C2=O)cc1 (stereo not drawn),-4%,-8%,-5%
Cc1c(Cl)cccc1Nc1nc(N)nc(CSC(=S)N2CCOCC2)n1,-10%,-2%,3%
CC(=O)Nc1cc2c(cc1C(=O)c1ccc(C)cc1)OCCO2,-2%,1%,4%
CC(Sc1ccccc1)C(=O)NCC(c1ccco1)N1CCCCC1 (stereo not drawn),0%,-3%,0%
O=C([O-])c1cc(-c2ccccc2)cc(-c2ccccc2)[n+]1CCc1ccc(Cl)cc1,4.6µM*,7%,·
O=C(O)COc1ccccc1/C=N/NC(=O)CN1CCN(Cc2ccc(Cl)cc2)CC1,-2%,47%[activator],4%
Cn1cnnc1Sc1ccc(CN2CCN(C3CCCC3)C(CCO)C2)o1 (stereo not drawn),-1%,0%,0%
O=C(O)COc1cccc2nsnc12,-25%,-11%,-6%
C=CCn1c(SCC(=O)Nc2cc(C)on2)nc2c([nH]c3ccccc32)c1=O,?,9%,-8%
O=C(NC1CCCCC1)C(c1ccco1)N(Cc1ccco1)C(=O)c1ccco1 (stereo not drawn),?,-1%,-16%
Cc1ccc2c(Cl)c(C(=O)Nc3ccc4c(c3)OCO4)sc2c1,?,-3%,6%
O=C(O)c1ccccc1NS(=O)(=O)c1ccc2c(c1)OCCO2,1%,-2%,2%
COc1ccc(-c2c(C)nn3c(C(F)(F)F)cc(-c4ccccc4)nc23)cc1OC,-122%,-11%,·
Cn1c(=O)n(C)c2cc(CNCc3ccc(C(=O)O)cc3)ccc21,-3%,3%,·
Cc1cccc(N(C)S(=O)(=O)c2c(C)[nH]c(C)c2C(=O)N2CCCC2)c1,?,3%,-5%
COc1ccc(C(CNc2ccc(S(=O)(=O)N3CCCC3)cc2[N+](=O)[O-])N2CCCC2)cc1 (stereo not drawn),?,5%,-4%
COc1cc(O)oc1C=Nc1ccc(Cl)cc1Cl,-23%,-1%,12%
N#CCCNCC1(c2ccccc2)CCCC1,27%,12%,-1%
Cc1ccc(C(=O)Nc2ccccc2)cc1S(=O)(=O)N1CCN(C)CC1,-23%,10%,-8%
Cc1cc(N/N=C\c2ccccc2)nc(-c2ccccc2O)n1,?,-18%,-13%
O=C(NCc1ccncc1)Nc1ccc(Cl)cc1Cl,-6%,3%,8%
COc1ccc(-c2nc(N)sc2C2(O)C(=O)Nc3c(Br)cc(F)cc32)cc1OC (stereo not drawn),1%,12%,3%
O=C(NCCCCc1ccccc1)c1ccc(F)cc1,-45%,15%,·
COc1ccc(N2C(=O)CC(Sc3n[nH]c(-c4cccc(C)c4)n3)C2=O)cc1 (stereo not drawn),0.92µM*,2%,-7%
COCC(=O)N1CCC2(CC1)CN(C(=O)Nc1cccc(F)c1)C2,-5%,·,10%
COc1cccc(C(=O)NCC(=O)NNc2ncnc(N)c2[N+](=O)[O-])c1,21%,2%,-1%
CCOC(=O)c1cnc(SC)nc1Sc1ccccc1Cl,?,3%,11%
O=C1CCC2(CCCCC2)N1,-2%,21%,·
CC(C)NC(=O)c1ccccc1NC(=O)CS(=O)(=O)Cc1ccccc1,?,4%,-19%
Cc1cccc(N2CCN(C(=O)C3CCCN(S(=O)(=O)c4cccc5nsnc45)C3)CC2)c1C (stereo not drawn),3%,-11%,·
COCCOC(=O)C1=C(C)NC(=O)NC1c1cccc2ccccc12 (stereo not drawn),-23%,2%,2%
COc1ccc(/C=C/C(=O)O)cc1S(=O)(=O)NC1CCS(=O)(=O)C1 (stereo not drawn),4%,0%,-9%
CC(C)(CNC(=O)CO/N=C1/C=C2CCC3C(C(O)C[C@@]4(C)C3CC[C@]4(O)C(=O)CO)[C@@]2(C)CC1)C(O)C(=O)O (stereo partly drawn),-9%,-8%,-2%
Cc1cnc(CNc2ncnc3ccc(-c4ccc5c(c4)OCO5)cc23)cn1,?,·,5%
CC(C(=O)Nc1ccccc1-c1ccccc1)N1CCN(C(=O)c2ccccc2)CC1 (stereo not drawn),?,-6%,13%
Cc1nc2sc(C(c3ccc(F)cc3)N3CCOCC3)c(O)n2n1 (stereo not drawn),-2%,4%,2%
COc1ccccc1-c1ccc(/C=N/O)o1,-3%,5%,15%
Cc1cc(SCC(=O)OC/C(O)=C(\C#N)c2nc3ccccc3[nH]2)c(C)cc1Br,?,4%,2%
COCCNC(=O)CCCn1c(=O)c2ccccc2n(Cc2ccccc2C#N)c1=O,10%,3%,-4%
O=[N+]([O-])c1ccc(CNC2CCCc3ccccc32)cc1 (stereo not drawn),2%,-17%,-8%
S=C1NCCOCCNC(=S)NCCOCCOCCN1,-3%,-9%,-12%
COc1cc2c(cc1OC)CN(C(=O)COc1ccc(C)c(C)c1)CC2,?,-9%,5%
O=C(COC(=O)c1ccccc1F)NC(=O)NC1CCCC1,-2%,1%,·
CCOC(=O)C1CCN(c2c(Nc3cc(C)cc(C)c3)c(=O)c2=O)CC1,15µM*,0%,3%
CCOC(=O)c1c(-c2ccccc2)nnn1-c1nc(OC)nc(N2CCOCC2)n1,23µM*,-5%,-8%
CCN1CCN(c2ccc(S(=O)(=O)N3CCOCC3)cc2NC(=O)c2cccc([N+](=O)[O-])c2)CC1,-1%,-3%,·
CCOc1cc(/C=N/NC(=O)c2nnn(-c3nonc3N)c2C)ccc1OCc1ccc(F)cc1,-28%,16%,1%
COCC1CCN(C(=O)c2cc(COc3ccc(-n4cncn4)cc3)on2)CC1,?,5%,-2%
Cc1cccc([C@@H]2[C@@H]3C(=O)N(Cc4ccccc4)C(=O)[C@@H]3[C@]3(Cc4ccccc4)C(=O)N(c4ccc(C(F)(F)F)cc4)C(=O)N23)c1,18µM*,-7%,1%
CC(=O)N[C@@H](C)C(=O)OC(C)C(=O)Nc1cccc([N+](=O)[O-])c1 (stereo partly drawn),0%,-5%,-1%
Clc1ccc(OCCCn2ccnc2)c(Br)c1,?,-23%,-7%
O=C1c2ccccc2C(=O)N1c1cc([N+](=O)[O-])ccn1,-9%,3%,-2%
FC(F)(F)c1ccccc1NC(=S)Nc1cccc(Cl)c1,-18%,-1%,4%
Clc1cccc(NCc2nnc(SCc3ccccc3)o2)c1,-14%,-13%,2%
CCCCCn1c(CNC(=O)CC)nc2ccccc21,?,-3%,?
O=C1/C(=C/c2ccc(F)cc2)SC(=S)N1CCCC(=O)N1CCCCC1CCO (stereo not drawn),16µM*,-7%,-13%
O=C(COC(=O)CNS(=O)(=O)c1ccc(Br)cc1Cl)NC1CC1,2%,4%,-2%
Cc1ccc(C(=O)OCC(=O)Nc2ccccc2)cc1S(=O)(=O)N1CCCCC1,-9%,-16%,·
CCN(CC)/C(Sc1ccccc1)=C(/C(Cl)=C(Cl)Cl)[N+](=O)[O-],21µM*,0%,-5%
CC1CCCN(c2csc3ccc(F)cc3c2=O)C1 (stereo not drawn),-5%,-10%,·
# Going on with the list.
SMILES,TDP1 cell CPT,FEN1 inhibitor,N370S GC
CCCc1c(C(=O)N/N=C/c2ccc(C)s2)nnn1-c1nonc1N,7%,0%,-24%
Fc1cccc(Cl)c1/C=N/Nc1ccccn1,4%,2%,-3%
Cn1c(=O)c(=O)n(C)c2cc(N3CCOCC3)c(NS(=O)(=O)c3ccc(Cl)cc3)cc21,?,7%,·
CC(=O)Oc1oc(-c2ccccc2)nc1/C=N/c1ccccn1,16µM*,-16%,7%
Cc1ccc(C)c(Nc2c(F)c(F)c(F)c(F)c2C(=O)O)c1,5%,13%,11%

# Compounds above with an aryl methoxy group (16):
SMILES,TDP1 cell CPT,FEN1 inhibitor,N370S GC
COc1ccc(CNCC(O)(c2ccccc2)c2ccccc2)cc1OC,-73%,-7%,0%
COc1ccc(C=NNC(=O)c2ccccc2OCc2ccc(F)cc2)c(OC)c1,?,9%,·
COc1ccccc1NC(=O)CN1CCN(CC(=O)Nc2ccc(S(N)(=O)=O)cc2)CC1,?,1%,-4%
COc1ccc(OCc2csc(N)n2)cc1,15%,-2%,1%
COc1ccccc1N(CC(O)Cn1c2ccccc2c2ccccc21)S(=O)(=O)c1ccccc1 (stereo not drawn),?,-7%,10%
CCOc1ccc(N2C(=O)CC(Cc3ccccc3OC)C2=O)cc1 (stereo not drawn),-4%,-8%,-5%
COc1ccc(-c2c(C)nn3c(C(F)(F)F)cc(-c4ccccc4)nc23)cc1OC,-122%,-11%,·
COc1ccc(C(CNc2ccc(S(=O)(=O)N3CCCC3)cc2[N+](=O)[O-])N2CCCC2)cc1 (stereo not drawn),?,5%,-4%
COc1cc(O)oc1C=Nc1ccc(Cl)cc1Cl,-23%,-1%,12%
COc1ccc(-c2nc(N)sc2C2(O)C(=O)Nc3c(Br)cc(F)cc32)cc1OC (stereo not drawn),1%,12%,3%
COc1ccc(N2C(=O)CC(Sc3n[nH]c(-c4cccc(C)c4)n3)C2=O)cc1 (stereo not drawn),0.92µM*,2%,-7%
COc1cccc(C(=O)NCC(=O)NNc2ncnc(N)c2[N+](=O)[O-])c1,21%,2%,-1%
COc1ccc(/C=C/C(=O)O)cc1S(=O)(=O)NC1CCS(=O)(=O)C1 (stereo not drawn),4%,0%,-9%
COc1ccccc1-c1ccc(/C=N/O)o1,-3%,5%,15%
COc1cc2c(cc1OC)CN(C(=O)COc1ccc(C)c(C)c1)CC2,?,-9%,5%
CCOC(=O)c1c(-c2ccccc2)nnn1-c1nc(OC)nc(N2CCOCC2)n1,23µM*,-5%,-8%

# From PubChem BioAssay
